TNAP act DEA – activators of human TNAP at intermediate phosphate acceptor | 64,000 tested, under 10 active | activation factor at 20 µM | P05186 | purified TNAP, CDP-star luminescence, 100 mM DEA, 30 min; hits give high values; scale: 0 levamisole-inhibited, 1 vehicle-only enzyme;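 active = activation factor of at least 2 at 20 µM, relative to controls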
SF1 activator – SF-1 (human) activation. AID 522. activation, % at 10 µM. CHO-K1 Gal4-SF-1 LBD luciferase reporter; % increase over DMSO SF-1-specific signal. actives 1.9% (n = 65,000);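 active = activation above the mean activation of all tested compounds plus 3 SD, cut at about 50% in these data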
Target sequence (Q13285 whole entry, looked up, the tested form may be a part): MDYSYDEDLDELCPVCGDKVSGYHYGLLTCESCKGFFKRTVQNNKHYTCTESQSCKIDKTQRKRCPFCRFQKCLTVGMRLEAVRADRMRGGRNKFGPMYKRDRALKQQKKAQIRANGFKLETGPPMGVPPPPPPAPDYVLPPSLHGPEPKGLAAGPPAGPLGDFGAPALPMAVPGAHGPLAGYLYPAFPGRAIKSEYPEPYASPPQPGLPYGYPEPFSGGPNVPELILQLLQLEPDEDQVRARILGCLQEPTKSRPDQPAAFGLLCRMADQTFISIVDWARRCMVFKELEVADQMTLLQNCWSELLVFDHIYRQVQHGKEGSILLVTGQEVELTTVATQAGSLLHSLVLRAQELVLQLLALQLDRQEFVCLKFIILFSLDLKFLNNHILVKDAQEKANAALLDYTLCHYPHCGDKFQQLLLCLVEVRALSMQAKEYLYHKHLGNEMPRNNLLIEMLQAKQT
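Test system: CHO-K1 cells with Gal4–hSF-1 LBD chimera plus Gal4-driven luciferase; Input: 4,000 cells/well; Compound: 10 µM only; Times: 20 h compound treatment, 37 °C; Measured by: steady-glow luciferase luminescence, read after 15 min reagent incubation; Measure: percent activation versus DMSO; Control set: DMSO and mock-transfected background; Replicates: one test per compound.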
Hsp90 block – displaces geldanamycin probe from tumor Hsp90 | P07900 | NCI-N417 lysate Hsp90, Cy3B-geldanamycin FP displacement | inhibition, % at 30 µM | actives 0.35% (n = 64,000) | AID 429;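 active = inhibition above 50%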;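 note: 0% = tracer plus lysate wells and 100% = tracer alone without lysate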
HER2 expr 66K – Her2 kinase expression inhibition; SKBR-3 HER2 protein level, AlphaScreen, 18-24 h; hits give low values; P04626; HER2 level % of control, % at 10 µM; AID 645; actives 0.69% (n = 65,000);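 active = HER2 level under 5% of the carrier-only control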;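 note: 100% = DMSO carrier and 0% = 500 nM PU-H71 HSP90 inhibitor; lower value means stronger loss of Her2 protein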
FXIIa inh mix – blocks human factor XIIa in pooled compound mixtures; P00748; purified FXIIa, fluorogenic substrate; inhibition, % at 5 µM; actives 0.2% (n = 62,000); AID 684; in the data active = inhibition above about 20%, passing the limit was not always enough;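 note: 0% = enzyme without compound and 100% = no enzyme blank; some results filed as inactive read as strong as hits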
DUSP1 inh – inhibitors of human MKP-1 phosphatase; P28562; recombinant MKP-1, OMFP hydrolysis fluorescence; inhibition, %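 (compounds tested at a single concentration somewhere between 10 and 100 µM)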; actives 0.15% (n = 65,000); AID 374;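 active = inhibition above about 50%, limit read from the data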;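 note: 0% = DMSO max control wells and 100% = wells with enzyme stopped by NaOH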
D1 mod – D1 dopamine receptor (human) allosteric modulation; HEK293 D1, CRE-luciferase, dopamine EC30 potentiation; actives deviate in either direction; B-score at 10 µM; actives 5.9% (n = 58,000); AID 641;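 active = luminescence count or its row- and column-corrected plate score outside the 99.7% band of the plate's sample wells, on either side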
Target sequence (P21728 whole entry, looked up): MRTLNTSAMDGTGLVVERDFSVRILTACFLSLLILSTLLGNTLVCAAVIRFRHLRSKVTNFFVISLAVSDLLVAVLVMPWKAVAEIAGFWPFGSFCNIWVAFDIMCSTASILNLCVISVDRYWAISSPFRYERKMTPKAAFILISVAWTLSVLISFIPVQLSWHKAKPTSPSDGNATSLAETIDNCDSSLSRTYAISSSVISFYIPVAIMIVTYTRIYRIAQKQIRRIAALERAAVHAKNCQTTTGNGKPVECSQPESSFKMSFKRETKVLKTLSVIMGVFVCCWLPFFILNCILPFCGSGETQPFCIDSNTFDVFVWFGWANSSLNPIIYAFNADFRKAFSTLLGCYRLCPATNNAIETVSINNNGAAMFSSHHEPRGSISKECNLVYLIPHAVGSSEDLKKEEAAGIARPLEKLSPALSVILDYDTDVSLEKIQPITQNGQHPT
RORa activator – activators of human nuclear receptor RORA. P35398. CHO-K1 Gal4-RORA LBD luciferase reporter, luminescence; percent increase over mock-subtracted basal signal. activation, % at 10 µM. actives 1.5% (n = 65,000). AID 560;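 active = activation above the mean of all tested compounds plus 3 SD, cut at about 49% in these data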;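 note: 0% = DMSO-treated RORA cells and 100% = added signal equal to DMSO minus mock-transfected cells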
Cdc25B block – inhibitors of human Cdc25B phosphatase; P30305; recombinant Cdc25B, OMFP fluorescence Ex485/Em525; inhibition, %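 (compounds tested at 10 µM final in the well)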; actives 0.1% (n = 65,000); in the data active = inhibition above about 50%
An asterisk follows results filed as active.

How did CC1=Nn2c(nnc2C2CCCCC2)SC1 do in these assays?
TNAP act DEA: 0.9; SF1 activator: 19; Hsp90 block: 1; HER2 expr 66K: 116; FXIIa inh mix: 6; DUSP1 inh: -21; D1 mod: 0.73; RORa activator: -10; Cdc25B block: -11

What do the screens show for `O=S1(=O)CC(NCc2ccccc2)C(Nc2ccc(Cl)cc2)C1` (configuration not stated)?
TNAP act DEA: 1; SF1 activator: -2; Hsp90 block: 2; HER2 expr 66K: 106; FXIIa inh mix: 3; DUSP1 inh: -11; D1 mod: 0.13; RORa activator: 0; Cdc25B block: -29

Results for Cc1ccccc1OCC(=O)N(Cc1ccc(N(C)C)cc1)C1CCS(=O)(=O)C1 (configuration not stated) ?
TNAP act DEA: 0.9; SF1 activator: 0; Hsp90 block: -2; HER2 expr 66K: 83; FXIIa inh mix: 3; DUSP1 inh: -6; D1 mod: 0.04; RORa activator: 14; Cdc25B block: 3

Results for O=C1c2ccccc2C(=O)N1CCCCSc1nnnn1-c1ccccc1 ?
TNAP act DEA: 1; SF1 activator: -6; Hsp90 block: -4; HER2 expr 66K: 130; FXIIa inh mix: -16; DUSP1 inh: 4; D1 mod: 1.6; RORa activator: -10; Cdc25B block: -1

Results for COC(=O)c1[nH]c2ccccc2c1NC(=O)CN1CCN(c2cccc(Cl)c2)CC1 ?
TNAP act DEA: 0.9; SF1 activator: 20; Hsp90 block: 2; HER2 expr 66K: 70; FXIIa inh mix: 3; DUSP1 inh: -19; D1 mod: 0.26; RORa activator: 14; Cdc25B block: 6

How did O=C(c1ccc2c(c1)OCO2)N(c1ccc(F)cc1)C1C=CS(=O)(=O)C1 (configuration not stated) do in these assays?
TNAP act DEA: 1; SF1 activator: -2; Hsp90 block: 0; HER2 expr 66K: 107; FXIIa inh mix: 0; DUSP1 inh: 14; D1 mod: 0.026; RORa activator: -5; Cdc25B block: -2

Results for CCN1C(=O)/C(=C2\SC(=S)N(CCCOC)C2=O)c2ccccc21 ?
TNAP act DEA: 0.9; SF1 activator: -10; Hsp90 block: -4; HER2 expr 66K: 16; FXIIa inh mix: 1; DUSP1 inh: 20; D1 mod: 0.54; RORa activator: -3; Cdc25B block: 1

Results for Cc1ccc(NCc2nnc(SCCN3CCCCC3)n2CC2CCCO2)c(C)c1 (configuration not stated) ?
TNAP act DEA: 0.9; SF1 activator: 11; Hsp90 block: 2; HER2 expr 66K: 140; FXIIa inh mix: 18; DUSP1 inh: 8; D1 mod: -1.7; RORa activator: 1; Cdc25B block: -24

How did CCOc1ccc(NC(=O)CCNS(=O)(=O)c2ccc3c(c2)c(=O)n(C)c(=O)n3C)cc1 do in these assays?
TNAP act DEA: 0.9; SF1 activator: 0; Hsp90 block: 1; HER2 expr 66K: 93; FXIIa inh mix: 3; DUSP1 inh: 0; D1 mod: -0.021; RORa activator: -22; Cdc25B block: -1

Results for Cn1c(=O)c2c(ncn2CCN(CCO)Cc2ccccc2)n(C)c1=O ?
TNAP act DEA: 0.9; SF1 activator: -13; Hsp90 block: 1; HER2 expr 66K: 81; FXIIa inh mix: 3; DUSP1 inh: -4; D1 mod: 0.82; RORa activator: -3; Cdc25B block: -2

Results for COCc1[nH]nc2c1C(c1ccc(OC)c(OC)c1)C(C#N)=C(N)O2 (configuration not stated) ?
TNAP act DEA: 0.9; SF1 activator: 6; Hsp90 block: -1; HER2 expr 66K: 128; FXIIa inh mix: 35; DUSP1 inh: -19; D1 mod: 0.46; RORa activator: -8; Cdc25B block: -5

What do the screens show for `Cn1c(=O)c2c(nc(Br)n2CCSc2nnnn2-c2ccccc2)n(C)c1=O`?
TNAP act DEA: 0.9; SF1 activator: -21; Hsp90 block: -1; HER2 expr 66K: 102; FXIIa inh mix: 1; DUSP1 inh: -4; D1 mod: 0.056; RORa activator: -12; Cdc25B block: -5

Results for Cc1ccnc(NC(=O)c2ccc(NC(=O)c3ccco3)cc2)c1 ?
TNAP act DEA: 1; SF1 activator: 47; Hsp90 block: -11; HER2 expr 66K: 78; FXIIa inh mix: 2; DUSP1 inh: 2; RORa activator: 29; Cdc25B block: -15

Results for COc1ccc(S(=O)(=O)N2CN(Cc3ccco3)c3nc4ccccc4nc32)cc1 ?
TNAP act DEA: 0.9; SF1 activator: -8; Hsp90 block: -5; HER2 expr 66K: 91; FXIIa inh mix: 0; DUSP1 inh: 0; D1 mod: 0.21; RORa activator: -9; Cdc25B block: 2

Results for COc1ccccc1N1CCN(C(=O)CN(Cc2ccccc2)S(C)(=O)=O)CC1 ?
TNAP act DEA: 0.9; SF1 activator: -21; Hsp90 block: -8; HER2 expr 66K: 162; FXIIa inh mix: 4; DUSP1 inh: 1; D1 mod: -0.52; RORa activator: -13; Cdc25B block: 1

Results for CCOC(=O)N1CCN(c2c(-c3ccc(C)cc3)c(=O)c2=O)CC1 ?
TNAP act DEA: 1; SF1 activator: 7; Hsp90 block: 1; HER2 expr 66K: 140; FXIIa inh mix: -18; DUSP1 inh: 1; D1 mod: 0.026; RORa activator: 3; Cdc25B block: -17

Results for CC(=O)NC(C(=O)NCC(N)=O)C(C)C (configuration not stated) ?
TNAP act DEA: 0.9; SF1 activator: -7; Hsp90 block: -2; HER2 expr 66K: 102; FXIIa inh mix: 1; DUSP1 inh: -15; D1 mod: 1.1; RORa activator: 4; Cdc25B block: -11

How did Cn1c(=O)c2c(nc(OCc3ccccc3)n2C)n(C)c1=O do in these assays?
TNAP act DEA: 1; SF1 activator: -4; Hsp90 block: -2; HER2 expr 66K: 96; FXIIa inh mix: -1; DUSP1 inh: 12; D1 mod: 0.11; RORa activator: 0; Cdc25B block: 4

Results for CCOc1ccc(CCNC(=O)C2CCCN(C(=O)N(C)C)C2)cc1OCC (configuration not stated) ?
TNAP act DEA: 0.9; SF1 activator: -1; Hsp90 block: 1; HER2 expr 66K: 121; FXIIa inh mix: 6; DUSP1 inh: 14; D1 mod: -7.9*; RORa activator: 0; Cdc25B block: -14

What do the screens show for `O=C(CN1C(=O)CSc2ccccc21)Nc1ccccc1C(=O)N1CCOCC1`?
TNAP act DEA: 1; SF1 activator: -7; Hsp90 block: -5; HER2 expr 66K: 108; FXIIa inh mix: 4; DUSP1 inh: 3; D1 mod: -0.028; RORa activator: -6; Cdc25B block: -2

Random excerpt: 2 compounds from above, in no set order.
Results for Cc1ccc(NCc2nnc(SCCN3CCCCC3)n2CC2CCCO2)c(C)c1 (configuration not stated) ?
TNAP act DEA: 0.9; SF1 activator: 11; Hsp90 block: 2; HER2 expr 66K: 140; FXIIa inh mix: 18; DUSP1 inh: 8; D1 mod: -1.7; RORa activator: 1; Cdc25B block: -24

How did CCOc1ccc(NC(=O)CCNS(=O)(=O)c2ccc3c(c2)c(=O)n(C)c(=O)n3C)cc1 do in these assays?
TNAP act DEA: 0.9; SF1 activator: 0; Hsp90 block: 1; HER2 expr 66K: 93; FXIIa inh mix: 3; DUSP1 inh: 0; D1 mod: -0.021; RORa activator: -22; Cdc25B block: -1

Following part
How did CCc1ccccc1NC(=O)CSc1nnc([C@H](CCSC)NC(=O)OC(C)(C)C)o1 do in these assays?
TNAP act DEA: 0.9; SF1 activator: -13; FXIIa inh mix: 2; D1 mod: -0.37; RORa activator: 3

What do the screens show for `O=C(O)CC(c1ccccc1)n1cnnn1` (configuration not stated)?
TNAP act DEA: 1; SF1 activator: -3; Hsp90 block: 0; HER2 expr 66K: 65; FXIIa inh mix: 0; DUSP1 inh: 4; RORa activator: -16; Cdc25B block: -4

What do the screens show for `O=C(CCSc1nc(-c2ccco2)cc(C(F)(F)F)n1)NCCc1ccccc1`?
TNAP act DEA: 0.9; SF1 activator: 29; Hsp90 block: -3; HER2 expr 66K: 91; FXIIa inh mix: 1; DUSP1 inh: -3; D1 mod: -0.47; RORa activator: 19; Cdc25B block: -2

What do the screens show for `Cc1cc(N(C(=O)c2ccco2)C(C(=O)NC2CCCCC2)c2ccccc2)ccc1-n1cnnn1` (configuration not stated)?
TNAP act DEA: 0.9; SF1 activator: -4; Hsp90 block: 1; HER2 expr 66K: 100; FXIIa inh mix: 0; DUSP1 inh: 12; D1 mod: -0.6; RORa activator: -21; Cdc25B block: 1

Results for Cc1ccc(Cn2c(=O)c3ccccc3n3c(CCC(=O)O)nnc23)cc1 ?
TNAP act DEA: 0.8; SF1 activator: -1; Hsp90 block: -1; HER2 expr 66K: 93; FXIIa inh mix: 3; DUSP1 inh: 6; D1 mod: 0.29; RORa activator: 3; Cdc25B block: -14

What do the screens show for `O=C(O)CCCc1nc2ccccc2s1`?
TNAP act DEA: 0.9; SF1 activator: -2; Hsp90 block: 1; HER2 expr 66K: 85; FXIIa inh mix: 12; DUSP1 inh: 20; D1 mod: -1.1; RORa activator: -9; Cdc25B block: -9

How did COc1ccc(CNC(=O)CN(C(=O)c2ccc(CN3CCOCC3)o2)C2CCCC2)cc1 do in these assays?
TNAP act DEA: 0.9; SF1 activator: -7; Hsp90 block: -4; HER2 expr 66K: 102; FXIIa inh mix: 17; DUSP1 inh: 4; D1 mod: 0.017; RORa activator: 3; Cdc25B block: 4

How did CC(=O)N1CCc2cc(S(=O)(=O)NC(C(=O)Nc3nc(C)cs3)C(C)C)ccc21 (configuration not stated) do in these assays?
TNAP act DEA: 0.9; SF1 activator: -7; Hsp90 block: -1; HER2 expr 66K: 103; FXIIa inh mix: -12; DUSP1 inh: 7; D1 mod: -1.1; RORa activator: -17; Cdc25B block: 12

How did CCN(CC)c1ccc2cc(-c3nc4ccccc4n3C)c(=O)oc2c1 do in these assays?
TNAP act DEA: 1.7; SF1 activator: -18; Hsp90 block: -1; HER2 expr 66K: 62; FXIIa inh mix: 4; DUSP1 inh: 10; D1 mod: -0.017; RORa activator: -3; Cdc25B block: -2

Results for O=C(Nc1cccc2ccccc12)c1ccc(Br)o1 ?
TNAP act DEA: 0.9; SF1 activator: -12; Hsp90 block: -5; HER2 expr 66K: 95; FXIIa inh mix: 8; DUSP1 inh: -1; D1 mod: 0.74; RORa activator: -28; Cdc25B block: 1

How did c1ccc(-c2noc(CSc3nnnn3C3CCCCC3)n2)cc1 do in these assays?
TNAP act DEA: 1; SF1 activator: 12; Hsp90 block: -3; HER2 expr 66K: 92; FXIIa inh mix: 0; DUSP1 inh: 3; D1 mod: -0.095; RORa activator: -12; Cdc25B block: -3

What do the screens show for `Cc1cccc(NC(=O)CN(C)S(=O)(=O)c2ccccc2)n1`?
TNAP act DEA: 0.8; SF1 activator: -11; Hsp90 block: -14; HER2 expr 66K: 79; FXIIa inh mix: 1; DUSP1 inh: -4; D1 mod: -1.1; RORa activator: -1; Cdc25B block: -4

Results for COc1ccc(OC)c(S(=O)(=O)Nc2ccccc2C)c1 ?
TNAP act DEA: 1; SF1 activator: -2; Hsp90 block: 0; HER2 expr 66K: 83; FXIIa inh mix: 3; DUSP1 inh: 8; D1 mod: 0.34; RORa activator: -23; Cdc25B block: -6

Results for CCN(CC)C(=O)CN1C(=O)C2(OCC(C)(c3ccccc3)CO2)c2ccccc21 (configuration not stated) ?
TNAP act DEA: 1; SF1 activator: -14; Hsp90 block: -1; HER2 expr 66K: 83; FXIIa inh mix: 11; DUSP1 inh: 11; D1 mod: 0.017; RORa activator: -31; Cdc25B block: -5

How did N#C/C(=C\c1cccs1)Sc1nc2ccccc2s1 do in these assays?
TNAP act DEA: 0.8; SF1 activator: 2; Hsp90 block: -28; HER2 expr 66K: 77; FXIIa inh mix: -15; DUSP1 inh: 0; D1 mod: -0.21; RORa activator: 4; Cdc25B block: -11

What do the screens show for `CCc1nc(N2CCN(C(=O)c3ccco3)CC2)c2oc3ccccc3c2n1`?
TNAP act DEA: 0.9; SF1 activator: 3; Hsp90 block: -3; HER2 expr 66K: 61; FXIIa inh mix: 1; DUSP1 inh: -10; D1 mod: 0.0047; RORa activator: 6; Cdc25B block: -1
